High-throughput results as filed in PubChem BioAssay.
TAAR1 antagonist: human TAAR1 antagonists, primary screen, Fluo-8 calcium fluorescence, CHO RD-HGA16 cells; AID 624466, 2012; 360,000 compounds, 1.5% hits; antagonist; inhibition, % at 3 µM;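 active means inhibition above a per-plate cutoff, the mean inhibition of test compounds on that plate plus 3 SD, cut at about 49% in these data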;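 further: 0% = DMSO plus EC80 beta-PEA response and 100% = DMSO alone without agonist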
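Assay system: RD-HGA16 CHO cells with stable hTAAR1 and Gα16 / Reagent: EC80 β-phenethylamine stimulus / Doses: 3 µM, single point / Timing: dye loading 75 min at 37 °C, then 30 min room temperature / Measured by: Fluo-8 intracellular calcium dye fluorescence, real-time kinetic reads / Controls: vehicle wells and EC80 agonist wells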
M1 antag: human M1 muscarinic receptor antagonists, primary screen, CHO-K1 cells, Fluo-8 calcium fluorescence, 1536-well; Muscarinic acetylcholine receptor M1 (Homo sapiens), P11229; CHO-K1 hM1, ACh EC80 antagonist; inhibition, % at 3 µM; 360,000 compounds, 1.3% hits; AID 588852, 2011;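 active means percent inhibition above its own plate's cutoff, namely the mean of that plate's compound wells plus 3 SD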;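 further: peak over basal fluorescence ratio during 140 s after agonist addition; 0% = ACh EC80 plus DMSO and 100% = DMSO alone without agonist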
Target sequence (P11229 whole entry, looked up): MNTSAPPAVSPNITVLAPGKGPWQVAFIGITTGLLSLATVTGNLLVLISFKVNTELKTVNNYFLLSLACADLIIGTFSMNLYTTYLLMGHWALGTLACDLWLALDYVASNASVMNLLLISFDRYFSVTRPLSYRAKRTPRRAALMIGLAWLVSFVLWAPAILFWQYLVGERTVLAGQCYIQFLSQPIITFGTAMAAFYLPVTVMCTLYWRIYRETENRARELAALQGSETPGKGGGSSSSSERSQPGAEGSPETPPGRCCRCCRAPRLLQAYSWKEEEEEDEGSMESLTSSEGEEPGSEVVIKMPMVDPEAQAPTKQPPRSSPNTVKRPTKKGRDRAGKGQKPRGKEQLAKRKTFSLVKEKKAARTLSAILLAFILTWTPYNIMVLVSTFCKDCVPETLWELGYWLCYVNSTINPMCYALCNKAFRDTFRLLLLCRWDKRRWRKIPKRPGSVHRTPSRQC
CHO-K1 Ca antag: counter-screen for M1 antagonists: effect in parental CHO-K1 cells; ATP-induced calcium, Fluo-8 fluorescence; inhibition, % at 3 µM; 360,000 compounds, 0.6% hits;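 active means inhibition above a per-plate cutoff, the plate's mean sample inhibition plus 3 SD, cut at about 24% in these data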;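 further: 0% = DMSO plus EC80 ATP and 100% = DMSO alone without ATP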
CHO-K1 Ca PAM: nonselective calcium activators in parental CHO-K1 cells, primary screen, counter-screen for M1 PAM project, cell-based, Fluo-8 calcium fluorescence, full deck, 1536-well | ATP EC20; 0% at ATP EC20, 100% at ATP max | activation, % at 3 µM | 360,000 compounds, 0.02% hits | AID 602247, 2012;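 active means activation above the run cutoff, the mean activation of all test compounds plus 3 SD, cut at about 40% in these data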;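 further: peak over basal fluorescence ratio in a 140 s read after ATP addition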
OXTR potentiate: human OXTR potentiators, primary screen, fluorescence, CHO-OTR cells, Fluo-8 calcium; Fluo-8 calcium fluorescence, potentiator mode; 0% = oxytocin EC15, 100% = EC100; 320,000 compounds, 0.061% hits; activation, % at 3 µM;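 active means activation above that plate's cutoff, the mean activation of tested compounds plus 3 SD, cut at about 6.6% in these data, passing the limit was not always enough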;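 further: 100% uses oxytocin at 75 nM as the full agonist control; some results filed as inactive read as strong as hits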
Target sequence (P30559 whole entry, looked up): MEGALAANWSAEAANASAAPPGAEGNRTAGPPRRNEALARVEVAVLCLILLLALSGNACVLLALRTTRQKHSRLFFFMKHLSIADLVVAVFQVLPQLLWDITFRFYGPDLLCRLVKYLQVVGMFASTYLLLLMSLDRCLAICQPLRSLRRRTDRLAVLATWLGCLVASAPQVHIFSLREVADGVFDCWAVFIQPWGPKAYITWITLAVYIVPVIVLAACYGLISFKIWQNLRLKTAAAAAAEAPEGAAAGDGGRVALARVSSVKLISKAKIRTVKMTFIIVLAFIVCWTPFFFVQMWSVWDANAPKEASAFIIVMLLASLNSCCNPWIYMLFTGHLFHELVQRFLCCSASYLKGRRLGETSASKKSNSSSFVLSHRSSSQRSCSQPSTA
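test system = CHO-OTR cells, human receptor | compound = single-point 3.0 µM | schedule = 6 min compound pre-incubation at room temperature, 100 s kinetic read | signal = Fluo-8 no-wash calcium dye fluorescence, excitation 470-495 nm, emission 515-575 nm | repeats = single well per compound, singlicate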
CHO-K1 Ca ag: counter-screen for M1 agonists: effect in parental CHO-K1 cells | AID 602248, 2012 | 360,000 compounds, 0.48% hits | Fluo-8 calcium fluorescence; scaled to maximal ATP response, vehicle zero | activation, % at 3 µM; in the data active means activation above about 15%;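 further: untransfected CHO-K1 host cells lacking M1 receptor as counterscreen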
TAAR1 agonist: human TAAR1 agonists, primary screen, Fluo-8 calcium fluorescence, CHO RD-HGA16 cells. Trace amine-associated receptor 1 (Homo sapiens), Q96RJ0. vehicle wells 0%, saturating PEA agonist 100%. activation, % at 3 µM. 360,000 compounds, 0.99% hits. AID 624467, 2012;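 active means activation above the mean activation of all test compounds in the run plus 3 SD, cut at about 38% in these data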
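Assay system – CHO-derived RD-HGA16 cells with stable Gα16 and human TAAR1 · Compound dosing – one-point dosing at 3 µM (nominal) · Incubation – 17-24 h seeding, 75 min 37 °C dye, 30 min RT · Measured by – kinetic Fluo-8 calcium fluorescence · Control set – DMSO vehicle as 0%, PEA at EC100 as 100% · Repeats – single well for each compound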
CHO parental Ca: ATP-evoked calcium signal inhibitors, parental CHO, primary screen, counter-screen for OX1R antagonist project, cell-based, fluorescence, Fluo-8 calcium dye. parental CHO-K1, ATP-induced calcium, Fluo-8 fluorescence. 330,000 compounds, 0.63% hits. inhibition, % at 5.6 µM. AID 463079, 2010;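 active means inhibition above that plate's mean sample inhibition plus 3 SD, cut at about 26% in these data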;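 further: 0% = ATP-challenged DMSO wells and 100% = DMSO wells without ATP; some compounds past the cut are filed as inactive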
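Material: parental CHO cells / Compound: single nominal dose of 5.6 µM per compound / Signal: Fluo-8 fluorescence / Replicates: singlicate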
CHRM1 agonist: human M1 muscarinic receptor agonists, primary screen, Fluo-8 calcium fluorescence, CHO-K1 cells, HTS. Muscarinic acetylcholine receptor M1 (Homo sapiens), P11229. CHO-K1 hM1, agonist mode; 0% DMSO, 100% acetylcholine EC100. activation, % at 3 µM. 360,000 compounds, 0.33% hits;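 active means activation above the run's mean compound activation plus 3 SD, cut at about 16% in these data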;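 further: peak over basal fluorescence ratio within a 140 s kinetic read after compound addition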
* marks the source's active call; other numbers are inactive results; . = not tested or not shown.

SMILES	TAAR1 antagonist	M1 antag	CHO-K1 Ca antag	CHO-K1 Ca PAM	OXTR potentiate	CHO-K1 Ca ag	TAAR1 agonist	CHO parental Ca	CHRM1 agonist
Cc1nnc(SCC(=O)N2CCN(c3cccc(Cl)c3)CC2)n1C1CC1	2	-5	-12	-9	1	0.7	1	-10	-7
Cc1cccc2cc(CN(Cc3ccco3)C(=O)c3cccs3)c(=O)[nH]c12	26	1	-9	20	-17	4.1	14	-19	-1
CCCCC(=O)Nc1nnnn1CCC	-7	-11	1	-1	-2	0.2	1	6	-1
COc1ccc(N(CC(=O)N/N=C/c2ccco2)S(=O)(=O)c2ccccc2)cc1Cl	11	-32	-16	4	-7	0.1	-1	-19	-2
O=C(c1cnn2c(C(F)(F)F)cc(-c3ccc(Br)cc3)nc12)N1CCOCC1	3	-7	-6	12	.	0.0	2	.	-5
CCNCCNc1ccc(Cl)cc1[N+](=O)[O-]	-7	14	3	11	-10	3.2	1	-15	-1
CCOC(=O)C1=C(CS(=O)(=O)c2ccccc2)NC(=O)NC1c1cc(OC)c(O)c(OC)c1 (stereo not drawn)	2	-9	-3	-10	-5	0.3	0	5	-1
O=C(NCCN1CCCC1)C(c1ccccc1)c1ccccc1	-7	11	-5	6	-2	0.5	5	-19	-8
COCCn1c(C)cc(C(=O)CN2CCCCC2)c1C	-6	-12	-10	6	-1	-0.3	5	-22	-4
O=C1CSC(c2cccc([N+](=O)[O-])c2)N1c1ccccc1F (stereo not drawn)	1	23	-6	12	2	4.8	-1	-11	-4
CC(=O)c1c(C)[nH]c(C(=O)OCc2csc(CC(=O)Nc3ccccc3C)n2)c1C	23	5	-13	-2	-13	11	11	-16	0
COc1ccc(NC(=O)c2cc(-c3ccc4c(c3)OCO4)on2)cc1	-3	-5	3	5	-2	-0.1	0	-2	0
CN(C)S(=O)(=O)c1ccc(S(=O)(=O)N2CCCC2)cc1	-2	1	-19	-3	-8	0.7	5	3	-4
Cc1c(Cl)cccc1NC(=O)CSc1nncn1-c1cccnc1	3	6	2	-13	-4	0.8	-1	-3	-3
O=C(Nc1cccc(C(=O)Nc2ccccc2C(=O)O)c1)c1cccc(Cl)c1	-18	-5	-10	10	4	0.4	5	-6	0
Cc1nn(C)c(Cl)c1CN1CCN(CCC(C)C)C(CCO)C1 (stereo not drawn)	-30	-6	-6	23	-4	8.0	8	-3	6
O=C(c1ccccc1)c1ccc2c(c1)OCCOCCOCCO2	-2	-23	-5	18	-8	0.8	8	-17	-1
COc1ccc(C(CC(=O)Nc2cc([N+](=O)[O-])ccc2OC)c2ccccc2)cc1 (stereo not drawn)	26	6	-1	11	-2	1.6	2	-13	-7
CCOC(=O)c1c(C)c(C(=O)NCc2ccc3c(c2)OCO3)c(C)n1C	-6	9	1	-7	1	0.3	7	-27	-3
Cc1cc(-c2c(C(=O)N3CCOCC3)c(C)nn2-c2cccc(C(F)(F)F)c2)no1	-16	-4	-3	18	-14	2.6	0	-13	-3
COc1ccc(/C=C(\C#N)C(=O)Nc2cc(S(=O)(=O)N3CCCCC3)ccc2N2CCCCC2)cc1	9	-5	-1	17	-1	0.3	0	0	-3
O=C(Nc1ccccc1Oc1ccccc1)c1cnccn1	-18	-3	-2	13	-13	0.2	15	-11	-4
COC(=O)c1nn(-c2nc(-c3cccc(OC)c3)cc(C(F)(F)F)n2)cc1[N+](=O)[O-]	-18	-14	-20	24	-7	1.4	0	-3	0
Cc1ccc(S(=O)(=O)c2c(N)n(/N=C/c3ccco3)c3nc4ccccc4nc23)cc1C	-20	12	2	-5	-17	0.0	1	-18	-1
c1ccc2c(C3=NNC(=NC4CCCCC4)SC3)c[nH]c2c1	-3	8	7	18	-5	4.1	11	-6	-10
(further entries)
SMILES	TAAR1 antagonist	M1 antag	CHO-K1 Ca antag	CHO-K1 Ca PAM	OXTR potentiate	CHO-K1 Ca ag	TAAR1 agonist	CHO parental Ca	CHRM1 agonist
CC(=O)c1c(C)oc2ccc(NS(=O)(=O)c3cccs3)cc12	4	0	-8	13	-9	2.9	5	-11	-8
CCCc1nnc(NC(=O)c2ccncc2)s1	-14	2	-3	5	-2	-0.3	2	-9	-3
O=C(NCCc1ccccc1)C(c1ccccc1F)N(C(=O)c1csnn1)C1CC1 (stereo not drawn)	-16	-1	-15	-9	-2	0.9	3	-10	-2
COc1ccccc1CNC(=O)[C@@H]1CCCN1S(=O)(=O)c1ccc(C)cc1	7	15	-12	16	-19	1.1	10	-28	-1
CCN(CC)CCN(C(=O)CCS(=O)(=O)c1ccccc1)c1nc2cc3c(cc2s1)OCO3	-38	-1	-11	18	-1	1.4	1	-12	-6
CN(Cc1ccccc1)Cc1ccccc1C(O)c1ccccc1 (stereo not drawn)	-11	-6	-6	6	.	-0.9	-1	.	-8
Cc1nc2ccccc2n1CC(=O)c1ccc(O)c(O)c1	12	5	10	-18	2	-0.1	0	-1	2
CN1CC(=O)N(CC(=O)N2N=C(c3ccc(Cl)cc3)CC2c2ccco2)C1=O (stereo not drawn)	12	0	-16	15	4	-0.7	-2	-20	-6
O=C(NCc1ccccc1)C1=C[C@@H](c2coc3ccccc3c2=O)C[C@@H](OCCCCO)O1	13	12	-6	-21	5	0.4	17	-23	-10
COCCNC(=O)c1ccc(CS(=O)(=O)c2c(Cl)cccc2Cl)o1	-28	-12	7	7	-6	0.3	0	-3	-3
CCOC(=O)N1CCC(NC(=O)C2CCN(C(=O)N3CC(C)Oc4ccccc43)CC2)CC1 (stereo not drawn)	14	-5	-9	-5	-1	2.4	5	-8	-4
Cc1cccc(NC(=O)CNC(=O)CNC(=O)Cc2ccccc2)c1	-11	-3	-5	14	-2	1.2	1	-8	-2
COc1ccc([C@H]2CC(=O)C=C(c3ccc(C)c(F)c3)C2)cc1	36	-5	-6	4	-3	0.0	13	-19	-5
COc1cccc(/C=c2/s/c(=C(\C#N)C(=O)N3CCOCC3)n(-c3ccccc3)c2=O)c1	0	-10	-4	14	-6	0.5	2	-11	-4
CC(C)CC1CC(=O)OC1(C)C(=O)CSc1nc2ccccc2s1 (stereo not drawn)	32	-7	-7	17	-10	6.2	14	-10	-4
COc1cc(-c2nc3ccccn3c2NCc2ccccc2)ccc1SC1CCCCC1	.	9	-1	-14	-8	-0.6	.	62*	-6
CN(Cc1cccs1)C(=O)c1cc(S(=O)(=O)N2CCOCC2)ccc1N1CCCC1	-10	1	-18	15	-1	0.8	2	-16	-3
CN(C)C(=O)c1ccc(-n2cccn2)nc1	3	5	4	-7	-6	0.7	3	4	-3
Cc1ccc(-c2nc3ncccc3o2)cc1NC(=O)c1sc2ccccc2c1Cl	-8	2	-4	8	-7	0.3	6	-24	-2
CN(C)C(=O)c1ccc(NC(=O)COc2cccc3c2OC(C)(C)C3)cc1	-19	10	-1	9	.	1.5	5	.	-3
O=C(CCN1C(=O)C2C3C=CC(C3)C2C1=O)Nc1ccc2ncccc2c1 (stereo not drawn)	10	-7	-14	16	-7	0.7	1	2	-1
COc1ccc(C(=O)OC(C)C(=O)NC2CCCC2)cc1S(=O)(=O)N1CCOCC1 (stereo not drawn)	-10	-11	-9	6	-4	3.9	2	-5	-2
CC(=O)NC(c1ccc(C(C)C)cc1)c1ccc2cccnc2c1O (stereo not drawn)	-8	-16	-1	11	-6	6.8	5	-20	-3
COc1ccc(-c2cc(OC)c3ccccc3n2)cc1	-34	-11	-9	28	-2	-0.7	-2	-16	-10
CC1CCN(CCNC(=O)C2CCCN(c3ncnc4c3nc3n4CCCCC3)C2)CC1 (stereo not drawn)	-6	-2	-9	15	-2	5.9	2	-21	-5
The list goes on:
SMILES	TAAR1 antagonist	M1 antag	CHO-K1 Ca antag	CHO-K1 Ca PAM	OXTR potentiate	CHO-K1 Ca ag	TAAR1 agonist	CHO parental Ca	CHRM1 agonist
Cc1ccccc1N1C(=O)CSC1=C(C#N)C#N	-39	-7	-16	-4	-20	0.9	3	2	-2
O=C(Nc1ccncc1)c1ccc(Cl)c(S(=O)(=O)N2CCc3ccccc32)c1	63*	19	-6	-21	-17	8.5	15	44*	1
Nc1nc(O)c(CC(=O)O)s1	-8	-10	-17	1	-6	1.5	5	-2	-1
CCCn1nc(C(=O)Nc2cccc(S(=O)(=O)N(C)c3ccccc3)c2)c2ccccc2c1=O	31	-5	-20	6	-6	0.9	2	-11	-1
CCN(CC)CCn1c(NCc2ccc(OC)cc2)nc2ccccc21	3	-12	-11	17	7	0.5	12	-13	-4
Nc1cc(=O)[nH]c(SCC(=O)N2CCCc3ccccc32)n1	2	1	12	-2	-1	-0.4	0	1	-4
Cc1[nH]c(=O)[nH]c1C(=O)CCCCC(=O)O	6	-9	-5	14	-2	0.4	5	-1	-5
CN(C)/C=C1\C(=O)NN=C1c1ccccc1	-14	0	10	-12	3	-0.4	8	-9	-3
COc1ccc(NC(=O)CCC(=O)Nc2ccc3nc(N4CCOCC4)cc(C)c3c2)c(OC)c1	-7	6	-7	-15	-6	0.2	8	18	-3
COc1ccc(NC(=O)CCN2C(=O)c3ccncc3C2=O)cc1OC	1	-15	-9	21	3	1.3	-3	-10	-2
CCCCCN(C(=O)CCC(=O)OCC(=O)NCCc1ccccc1)c1c(N)n(CCCC)c(=O)[nH]c1=O	-20	-4	-13	21	.	0.6	1	.	-5
O=C(OCC(=O)N1CCN(C(=O)c2ccco2)CC1)c1ccc(Cl)nc1	11	-3	-17	3	2	0.4	0	-7	-6
